Compound activity: PubChem, National Center for Advancing Translational Sciences (NCATS)
GLP1R cytotox = cytotoxicity counter-screen for GLP-1 receptor inverse agonists; HEK293 cAMP-luciferase reporter cells, luminescence, 24 h; Potency, µM (doses to about 38.3 µM), for inactives: at the top dose activity change, negative = inhibition, most hits filed as inhibitors; 0.13% of 410,000 active; AID 624418;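 further: loss of luciferase light is scored as toxicity; potency means the concentration at half of the fitted maximal effect; on the % scale 0 is the no-effect control and ±100 the full control effect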
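MLSMR compounds, 24 hr on cells at 37 deg C/5% CO2; luminescence after luciferase reagent (12 min RT). Inhibition counted as the undesired cytotoxic outcome.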
GLP-1R inv ag = GLP-1 receptor (human) inverse agonism. 1.6% of 410,000 active. HEK293 GLP-1R CRE-luciferase, luminescence, 24 h; GLP-1R form is constitutively active. Potency, µM (series often up to 38.3 µM), inactives show top-dose activity change, negative = inhibition, actives largely listed as inhibitors. P43220; further: potency means the concentration at half of the fitted maximal effect; on the % scale 0 is the no-effect control and ±100 the full control effect; nearly all actives have a fitted effect of over 55% in size
Target sequence (P43220 whole entry, looked up): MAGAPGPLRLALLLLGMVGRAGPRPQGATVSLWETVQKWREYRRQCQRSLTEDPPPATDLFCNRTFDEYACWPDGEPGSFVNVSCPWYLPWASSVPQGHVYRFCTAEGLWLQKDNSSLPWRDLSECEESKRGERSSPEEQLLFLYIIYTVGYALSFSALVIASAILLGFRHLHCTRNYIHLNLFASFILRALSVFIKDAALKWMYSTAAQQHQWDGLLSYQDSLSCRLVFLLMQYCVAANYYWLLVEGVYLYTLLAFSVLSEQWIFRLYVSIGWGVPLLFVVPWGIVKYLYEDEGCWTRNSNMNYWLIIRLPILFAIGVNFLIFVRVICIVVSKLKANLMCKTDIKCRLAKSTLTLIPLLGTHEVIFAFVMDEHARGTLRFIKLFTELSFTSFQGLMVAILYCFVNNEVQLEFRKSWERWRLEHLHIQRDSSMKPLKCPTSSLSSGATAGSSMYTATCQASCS
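Assay principle: reduced luminescence from a cAMP-responsive reporter in HEK293 cells co-expressing a constitutively active GLP-1R. Conditions: 24 hr compound incubation, 37 deg C, 5% CO2.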
MmCpn inh = inhibitors of Methanococcus maripaludis chaperonin (MmCpn). AID 504842. 0.031% of 330,000 active. purified Mm-Cpn ATPase, ADP Transcreener TR-FRET. Potency, µM (series often up to 76.9 µM), without a hit: at the top dose activity, negative = inhibition, hits mostly inhibitors; further: potency means the concentration at half of the fitted maximal effect; on the % scale 0 is the no-effect control and ±100 the full control effect; nearly all actives have a fitted effect of over 80% in size
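Inhibition of chaperonin ATP hydrolysis is measured as reduced ADP production, detected by competitive TR-FRET in which signal falls with ADP. Final enzyme 25 nM and ATP 10 uM, reacted 30 min at 37°C.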
PTHR1 ag = PTHR1 (human) receptor agonism; HEK293 GP2 PTHR1 cells, GloSensor cAMP luminescence, 1 h; Potency, µM (highest dose often 115 µM), without a hit: at the top dose activation, hits mostly activators; 0.075% of 410,000 active; AID 743266; further: potency means the concentration at half of the fitted maximal effect; nearly all actives have a fitted effect of over 55% in size; some results filed as inactive show a strong effect at the top dose; inactives centre near -15; many of its hits are not listed in these tables
Target sequence (Q03431 whole entry, looked up): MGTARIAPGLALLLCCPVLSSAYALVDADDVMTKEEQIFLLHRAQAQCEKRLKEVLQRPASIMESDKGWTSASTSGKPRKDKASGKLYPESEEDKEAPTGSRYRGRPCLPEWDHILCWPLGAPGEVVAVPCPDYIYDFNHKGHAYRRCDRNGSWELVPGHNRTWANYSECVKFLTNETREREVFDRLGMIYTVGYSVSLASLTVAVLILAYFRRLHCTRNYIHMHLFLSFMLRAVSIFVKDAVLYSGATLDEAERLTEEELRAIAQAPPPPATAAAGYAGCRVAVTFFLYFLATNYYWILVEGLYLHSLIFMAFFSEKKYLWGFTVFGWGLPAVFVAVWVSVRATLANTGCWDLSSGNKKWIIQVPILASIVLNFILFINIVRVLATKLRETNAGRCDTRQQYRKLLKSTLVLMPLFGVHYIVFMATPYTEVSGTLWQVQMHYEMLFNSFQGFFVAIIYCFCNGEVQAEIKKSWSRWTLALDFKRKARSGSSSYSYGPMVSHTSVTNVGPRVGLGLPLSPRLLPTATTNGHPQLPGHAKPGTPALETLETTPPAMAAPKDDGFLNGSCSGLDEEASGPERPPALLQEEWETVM
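HEK-293-derived GP2 cells expressing PTHR1 and a GloSensor cAMP reporter, 3,000/well, plated overnight, given luciferin plus IBMX (each 0.5 mM as added) for 1 h at 37 °C, then compound for 1 h at 37 °C. Luminescence was read after 15 min at room temperature.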
Abeta rescue = compounds reversing amyloid beta toxicity in yeast. Potency, µM (doses to about 46.1 µM), for inactives: at the top dose growth rescue, hits mostly activators. 0.063% of 410,000 active. yeast expressing A-beta42, growth rescue, OD600, 48 h; response scale: 0% DMSO, 100% iron-clioquinol control. AID 1347071; further: potency means the concentration at half of the fitted maximal effect; nearly all actives have a fitted effect of over 55% in size
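Yeast growth medium received pinned compounds, then yeast cells expressing toxic A-beta were added; plates incubated at 30 C for 48 hr. Growth read as absorbance at 600 nm, normalized to DMSO and equimolar FeCl3 plus clioquinol controls.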
FUS suppressor = suppressors of FUS proteinopathy in yeast | Potency, µM (series often up to 76.6 µM), for inactives: at the highest dose growth rescue (activation), hits mostly activators | S. cerevisiae FUS-expressing, growth rescue, OD600, 24 h | AID 1347120 | 0.24% of 390,000 active;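 further: potency means the concentration at half of the fitted maximal effect; plate controls were DMSO vehicle for no effect and reference control for full effect; nearly all actives have a fitted effect of over 55% in size; some results filed as inactive show a strong effect at the top dose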
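Compound concentration series was pinned onto galactose-induced FUS-expressing yeast seeded at OD 0.005. Plates sat 24hr at 30C; absorbance at 600 nm gave growth. DMSO served as background control.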
TDP43 rescue = rescues yeast growth from TDP-43 toxicity; AID 652104; TDP-43 expressing yeast growth rescue, BacTiter-Glo, 24 h; 1.8% of 410,000 active; Potency, µM (series often up to 46.1 µM), for the others: top-dose growth rescue (activation), hits mostly activators; further: potency means the concentration at half of the fitted maximal effect; % of control where 0% means no effect; nearly all actives have a fitted effect of over 50% in size
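Yeast expressing TDP-43 (pregrown in raffinose, seeded at OD600=0.02 in galactose medium) exposed to compounds 24 hr at 30 deg C. Growth read by BacTiter-Glo luminescence; rescue of toxicity appears as increased signal.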
Akt phos inh = inhibitors of Akt phosphorylation | Neuro2A IGF-stimulated pAkt S473 HTRF, 20 min; active compounds read low | activity change, % for hits at 50 µM | 0.32% of 360,000 active | AID 651550; in the data active means activity change below about -80%; inconclusive means mostly about -51% to -80%; further: on the % scale 0 is the no-effect control and ±100 the full control effect
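Neuro2A cells in DMEM with 0.5% FBS, overnight at 37 deg C, given compound at single 50 µM final, then IGF (6 nM final) for 20 min at 37 deg C. Lysed; phospho-Akt Ser473 by HTRF after 24 h, 665/615 ratio.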
aSyn rescue = inhibitors of alpha-synuclein toxicity in yeast; Yeast expressing alpha-synuclein, growth rescue, BacTiter-Glo, 24 h; Potency, µM (doses to about 46.1 µM), for inactives: at the highest dose growth rescue (activation), actives largely listed as activators; 0.14% of 370,000 active; AID 652106; further: potency means the concentration at half of the fitted maximal effect; % of control where 0% means no effect; nearly all actives have a fitted effect of over 65% in size
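Screening used galactose-induced yeast with toxic alpha-synuclein levels, exposed to compound for 24 hr at 30 deg C. Cell growth, read with BacTiter-Glo luminescence, gave the measured signal.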
* = called active by the depositor; i = inactive; ? = inconclusive; · = not tested or not shown; & = joins results of further samples; [ ] = remark or other dose. Unless noted, the call rests on the fitted dose curve; in most records, active means well fitted curve in the direction sought with a large enough effect; inconclusive means small, poorly fitted or top-dose-only effect, or another doubt; inactive means no such curve, though single readings can be large; an effect the other way counts as inactive or inconclusive. Not all compounds are listed; the hit share may differ from the screen's.

SMILES	GLP1R cytotox	GLP-1R inv ag	MmCpn inh	PTHR1 ag	Abeta rescue	FUS suppressor	TDP43 rescue	Akt phos inh	aSyn rescue
CCCOc1ccc(C(=O)CCC(=O)Nc2ccc(N3CCN(C)CC3)cc2)cc1	-16%	?	-3%	-22%	-1%	22%	11%	i	3%
COc1cc(OC)c(OC)cc1/C=N/NC(=O)c1ccc(CSc2nc(C)cc(C)n2)cc1	10%	31%[activator]	·	i	-17%	11%	-5%	i	-1%
CCCCCCc1cc2cc(-c3nnc(-c4ccc(C)cc4)o3)c(=O)oc2cc1O	24%	10%	·	-27%	-17%	-18%	-8%	·	·
COc1ccc(N2CCN(S(=O)(=O)CCNC(=O)C34CC5CC(CC(C5)C3)C4)CC2)cc1	1%	?	0%	-88%[inhibitor]	12%	26%	20µM*	i	2%
O=[N+]([O-])c1c(Nc2ccccc2O)cc(N2CCOCC2)c2nonc12	?	6%	2%	-35%[inhibitor]	1%	-6%	4%	i	0%
COc1ccc(-c2cn(-c3ccc(C)c(Cl)c3)c(=S)[nH]2)cc1OC	-1%	9%	-4%	-89%[inhibitor]	25%	?	-10%	i	-5%
Cc1cccc(OCC(=O)NCc2ccccc2)c1	8%	-5%	0%	-3%	-19%	9%	29%	i	8%
O=C(Nc1cccc(S(=O)(=O)NC2=NCCCCC2)c1)c1cccnc1Cl	-23%	18%	-9%	i	-6%	8%	13%	i	2%
COc1cccc(-c2cc(C(=O)NC3CC3)c3ccccc3n2)c1	?	9%	1%	i	6%	9%	13%	i	2%
Cc1ccc(-n2c(=O)c3c(cnn3C)n(Cc3ccc(Cl)cc3)c2=O)cc1	1%	10%	·	i	-2%	-16%	?	·	·
CCCCN(C)C1CCN(C(=S)Nc2cccc(OC)c2)CC1	-6%	-26%	1%	i	-6%	21%	-4%	i	7%
Cc1cc(OCCCC(=O)N2CCCCC2)cc(C)c1Cl	-7%	-2%	0%	-22%	7%	·	8%	i	2%
CCNC(=O)C1(C)CCN(C(=O)c2cc(F)ccc2C)C1 (configuration not stated)	-6%	25%	·	13%	-7%	-19%	-4%	i	-2%
CNC(=O)[C@H]1O[C@@H](n2cnc3c(NCc4cccc(I)c4)ncnc32)[C@H](O)[C@@H]1O	-1%	23%	-10%	-33%[inhibitor]	-2%	0%	12%	i	3%&2%
COc1cccc(-c2sc3ccc(OC)cc3c2C#CC2(O)CCCCC2)c1	27%	?	-26%	16%	-6%	19%	3%	i	16%
Cc1ccc(C)c(OCc2cc(C(=O)N(C)Cc3ccccn3)no2)c1	0%	-22%	-3%	i	-11%	15%	?	i	-1%
CCOc1ccc(NC(=O)C(C)NC(=O)c2ccccc2Cl)cc1S(=O)(=O)N1CCCC1 (configuration not stated)	0%	8%	3%	4%	0%	14%	-9%	i	6%
O=C(Nc1ccc2nc3n(c(=O)c2c1)CCCCC3)c1c(F)ccc([N+](=O)[O-])c1F	?	?	-2%	-19%	-7%	29%	-9%	i	12%
O=C(O)c1ccccc1-c1ccccc1C(=O)NCc1ccccc1F	2%	3%	-1%	i	23%	6%	-2%	i	-8%
CC(=O)C[C@H](O)CC(=O)[C@@H]1OC(=O)[C@H](C)C/C=C\Cc2ccccc21	3%	5%	-1%	-13%	3%	-2%	20%	i	2%
CCOc1ccc(N2CC(C(=O)Nc3ccc(S(=O)(=O)Nc4ncccn4)cc3)CC2=O)cc1 (configuration not stated)	16%	9%	1%	i	3%	2%	-5%	i	1%
O=C(COc1ccccc1Br)N1CCN(c2ccccc2)CC1	14%	-5%	1%	3%[57.5 µM]	12%	3%	0%	i	8%
O=C(NC(=S)Nc1ccc(NC(=O)c2ccco2)cc1)c1ccccc1	-3%	-6%	-2%	20%	-5%	·	-31%[inhibitor]	i	-4%
COC(=O)Nc1ccc(S(=O)(=O)N2CCCC(C(=O)N3CCOCC3)C2)cc1 (configuration not stated)	1%	15%	0%	-34%[inhibitor]	-4%	-11%	-6%	i	10%
COc1cccc(C2NC(=O)NC(C)=C2C(=O)Nc2cc(OC)ccc2OC)c1 (configuration not stated)	-11%	0%	0%	-14%[57.5 µM]	9%	22%	0%	i	-1%
O=C(/C=C1\OCc2ccccc21)OCc1ccccc1	8%	22%	·	-20%	?	-4%	0%	i	-2%
CCOc1ccc(OCC(=O)Nc2ccc(S(=O)(=O)Nc3cc(C)nc(C)n3)cc2)cc1	-20%	1%	-2%	-14%[57.5 µM]	1%	7%	11%	i	0%
CCc1ccc(CN2CCC(n3nccc3NC(=O)c3ccccc3C)CC2)cc1	?	5.6µM*	-1%	-71%[inhibitor]	-2%	21%	-17%	i	-1%
Cc1csc(SCC(=O)Nc2nncs2)n1	12%	11%	0%	-17%	3%	19%	-9%	i	1%
Cn1c(=O)c2cc(NC(=O)NCCc3cccs3)ccc2n1Cc1cccc(C(F)(F)F)c1	-4%	-22%	·	-44%[inhibitor]	-5%	11%	25%	i	0%
O=S(=O)(Nc1ccc(Cl)cn1)c1ccc(Cl)cc1	3%	-6%	-3%	-11%	2%	-7%	11µM*	i	6%
Cc1ccc(-n2cc(CN3CCC(O)(c4ccccn4)CC3)c(-c3ccc(F)cc3)n2)cc1	?	?	3%	-11%	1%	9%	-25%	i	0%
COc1ccc(NC(=O)Nc2cc(C)ccc2OC(F)F)c(OC)c1	-17%	?	1%	-5%	12%	-7%	5%	i	1%
CC1CCN(C(=O)CSc2nc3c(c(=O)n2C)SCC3)CC1	0%	4%	0%	i	8%	·	-7%	i	-8%
CCOc1ccc(Cn2nnc(C(=O)NCc3ccccc3)c2N)cc1	0%	5%	1%	i	12%	-19%	11%	i	-7%
COc1ccc(COC(=O)N/N=C(\C)CC(=O)Nc2c(C)cc(C)cc2C)cc1	27%	1%	-2%	-4%[57.5 µM]	-9%	9%	-41%[inhibitor]	i	0%
OCC[C@H]1C[C@@H](O)[C@H](O)[C@@]2(CCc3ccccc3O2)O1	1%	11%	2%	i	2%	-12%	12%	i	4%
COC1=CC(=O)[C@@]2([C@@H]1O)[C@@H](Cl)C[C@]13C(OC)=C(OC)C(=O)C[C@]21CCN3C	-2%	0%	1%	i	-10%	-26%	18%	i	-4%
CCOc1ccc(OCC)c(-c2c(=O)n(OCc3ccc(C(C)(C)C)cc3)c3ccccc3[n+]2[O-])c1	-10%	-2%	-2%	i	17%	?	-10%	i	4%
Cc1[nH]c(C)c(S(=O)(=O)Nc2ccc(OC(F)(F)F)cc2)c1C(=O)N1CCCCC1	-1%	?	1%	-8%	10%	25%	-2%	i	6%
Cc1nn(-c2ccccc2)c(Cl)c1/C=C1\C(=O)N(C)C(=S)N1C	2%	10%	2%	-42%[inhibitor]	-36%[inhibitor]	5%	22%	i	-32%[inhibitor]
COCCCC1CCN(C(=O)c2cc(COc3ccc(C)nc3)on2)CC1	0%	11%	-1%	-93%[inhibitor]	-13%	·	-20%	i	-5%
CCOC(=O)C(C)Sc1nc(-c2ccccc2Cl)cc(-c2ccccc2)c1C#N (configuration not stated)	0%	4%	·	-29%	-12%	16%	3%	·	·
O=C(c1ccccc1)N1CCC(=O)N1c1ccccc1	-5%	7%	2%	-10%	3%	·	7%	i	-3%
Cc1cccc(Cn2c(=O)n(Cc3ccccc3)c(=O)c3c2c2cc(C)ccc2n3C)c1	-4%	6%	·	-1%	-5%	0%	16%	·	·
Cc1ccc(CN2C(=O)C3(c4ccccc42)N(c2cccc(C(F)(F)F)c2)C(=O)CS3(=O)=O)cc1 (configuration not stated)	0%	?	·	-16%	5%	40%	26%	·	18%
C=CCn1c(SCC(=O)N(CC)C2CCS(=O)(=O)C2)nc2scc(-c3ccccc3)c2c1=O (configuration not stated)	-21%	-19%	·	i	-12%	·	0%	i	1%
CN1c2ccccc2C(O)=C(C(=S)Nc2ccc(F)c(Cl)c2)S1(=O)=O	11%	10µM*	0%	-40%[inhibitor]	-32%[inhibitor]	31%	-90%[inhibitor]	i	-56%[inhibitor]
O=C(COc1ccccc1F)Nc1c2c(nn1-c1ccccc1)CS(=O)(=O)C2	-2%	13%	1%	i	4%	·	-12%	i	0%
CC(C)CNC(=O)c1cc2nc(C3CC3)cc(C(F)(F)F)n2n1	-6%	26%	·	i	-16%	34%	6%	i	-1%
(list continues)
SMILES	GLP1R cytotox	GLP-1R inv ag	MmCpn inh	PTHR1 ag	Abeta rescue	FUS suppressor	TDP43 rescue	Akt phos inh	aSyn rescue
CCC(C)[C@H](NC(=O)NCc1ccc(OC)c(OC)c1)C(=O)O (some centres not stated)	-9%	3%	1%	i	·	-14%	6%	i	-2%
Cc1ccc(C(=O)C(C)OC(=O)Cn2c(C)csc2=O)cc1 (configuration not stated)	-18%	4%	0%	-1%	0%	-3%	5%	i	3%
CCc1ccccc1N(CC(=O)NC1CCCC1)C(=O)CNC(=O)c1cccs1	-2%	-4%	0%	-20%	-9%	23%	0%	i	4%
CCOC(=O)c1ccc(NC(=O)NC2CCN(CC(=O)NCc3ccc4c(c3)OCO4)CC2)cc1	-3%	-1%	0%	-2%	7%	-1%	0%	i	7%

Whole records, looked up by structure. Values in the order: GLP1R cytotox, GLP-1R inv ag, MmCpn inh, PTHR1 ag, Abeta rescue, FUS suppressor, TDP43 rescue, Akt phos inh, aSyn rescue
Entry for CCOC(=O)c1ccc(NC(=O)NC2CCN(CC(=O)NCc3ccc4c(c3)OCO4)CC2)cc1 = -3%, -1%, 0%, -2%, 7%, -1%, 0%, i, 7%
Entry for CCc1ccccc1N(CC(=O)NC1CCCC1)C(=O)CNC(=O)c1cccs1 = -2%, -4%, 0%, -20%, -9%, 23%, 0%, i, 4%
